# Screening results deposited in PubChem BioAssay by several laboratories.
# Neddylation inh: inhibitors of human cullin neddylation | P61081+Q13564 | TR-FRET cullin neddylation, biochemical | calls only at 25 µM | 360,000 compounds, 0.58% hits; in the data active = inhibition above about 36%
# DNMT1 inh: DNMT1 (human) enzyme inhibition; 360,000 compounds, 0.83% hits; P26358; DNMT1 molecular beacon, Hinp1I cleavage, fluorescence; inhibition (reported as % activation of signal), % at 10 µM; AID 588458; in the data active = inhibition above about 50%
# NRP1-CendR mod: NRP-1/CendR interaction modulation; 360,000 compounds, 0.85% hits; AID 602438; inhibition, % at 25 µM; O14786; FAM-RPARPAR peptide binding to NRP-1, fluorescence polarization;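 active = inhibition or corrected inhibition above about 18%, plus a signal ratio from 0.5 to 1.5, limit read from the data, passing the limit was not always enough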; note: strong numbers were not always called active
# Target sequence (O14786 whole entry, looked up): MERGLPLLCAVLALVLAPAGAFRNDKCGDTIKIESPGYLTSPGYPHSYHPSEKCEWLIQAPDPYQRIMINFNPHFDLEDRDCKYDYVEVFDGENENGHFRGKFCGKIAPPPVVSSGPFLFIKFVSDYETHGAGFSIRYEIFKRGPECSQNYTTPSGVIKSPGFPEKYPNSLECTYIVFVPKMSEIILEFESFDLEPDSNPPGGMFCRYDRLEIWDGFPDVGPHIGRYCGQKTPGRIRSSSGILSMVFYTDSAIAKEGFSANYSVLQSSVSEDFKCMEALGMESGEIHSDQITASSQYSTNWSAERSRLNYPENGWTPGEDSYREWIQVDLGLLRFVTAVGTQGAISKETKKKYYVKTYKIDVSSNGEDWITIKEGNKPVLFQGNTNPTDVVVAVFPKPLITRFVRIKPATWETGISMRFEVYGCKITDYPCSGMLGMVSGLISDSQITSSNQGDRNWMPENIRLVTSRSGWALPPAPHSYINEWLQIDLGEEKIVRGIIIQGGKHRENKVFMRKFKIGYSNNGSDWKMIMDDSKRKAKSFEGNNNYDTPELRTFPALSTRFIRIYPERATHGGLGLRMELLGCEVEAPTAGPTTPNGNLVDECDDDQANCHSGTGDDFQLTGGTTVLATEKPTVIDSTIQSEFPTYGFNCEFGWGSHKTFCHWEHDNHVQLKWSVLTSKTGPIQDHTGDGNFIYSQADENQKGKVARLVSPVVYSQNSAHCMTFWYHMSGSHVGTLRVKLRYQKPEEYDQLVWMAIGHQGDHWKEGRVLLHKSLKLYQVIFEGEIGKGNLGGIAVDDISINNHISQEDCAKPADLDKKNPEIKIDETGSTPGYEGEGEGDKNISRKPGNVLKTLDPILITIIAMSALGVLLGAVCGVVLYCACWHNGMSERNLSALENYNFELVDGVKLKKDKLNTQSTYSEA
# LMPTP block: blocks human LMPTP phosphatase. P24666. recombinant LMPTP-A, OMFP fluorogenic substrate, fluorescence intensity. inhibition, % at 20 µM. 360,000 compounds, 0.22% hits. AID 651560;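 active = compounds that cut the enzyme signal by at least half of the control window in the single-dose screen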;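 note: plate controls were DMSO wells with enzyme plus substrate for no effect and substrate without enzyme for full effect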
# Target sequence (P24666 whole entry, looked up): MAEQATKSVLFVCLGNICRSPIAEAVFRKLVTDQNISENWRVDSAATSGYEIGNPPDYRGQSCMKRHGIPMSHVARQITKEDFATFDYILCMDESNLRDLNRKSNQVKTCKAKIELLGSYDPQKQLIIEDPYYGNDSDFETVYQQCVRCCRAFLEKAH
#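 Assay system: LMPTP-A phosphatase enzyme | Input: 0.625 nM enzyme | Also added: Fluorogenic phosphatase substrate OMFP at 400 µM final | Compound dosing: One test concentration per compound, 20 µM, with 3% DMSO overall | Schedule: 50 min enzyme reaction at room temperature, protected from light | Signal: Fluorescence intensity | Benchmarks: no-enzyme and uninhibited controls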
# NadD block: blocks S. aureus nicotinate mononucleotide adenylyltransferase; purified NadD enzyme, colorimetric absorbance read-out; inhibition, % at 20 µM; 360,000 compounds, 0.78% hits; in the data active = inhibition above about 26%; note: some compounds past the cut are filed as inactive
# TbMetRS inhib: blocks T. brucei methionyl-tRNA synthetase activity. 360,000 compounds, 0.4% hits. inhibition, % at 11.9 µM. purified T. brucei MetRS, ATP depletion, Kinase-Glo luminescence;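 active = inhibition above a per-plate cutoff of the control wells' mean inhibition plus 3 SD, cut at about 5.5% in these data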;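 note: 0% = DMSO wells median and 100% = median of wells with control inhibitor compound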
#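 Dosing: 11.9 µM single point; system: parasite MetRS enzyme; technique: luminescence of leftover ATP; times: 15 min enzyme-compound preincubation, 2 h reaction, 10 min detection, 25 °C; replicates: each compound tested once; read-out basis: percent inhibition relative to median high and low control wells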
# Scp1 inh: blocks human Scp-1 phosphatase activity. inhibition, % at 20 µM. Q9GZU7. 340,000 compounds, 0.88% hits. Recombinant Scp1, phosphopeptide, malachite green phosphate absorbance;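 active = inhibition above about 50% at 20 µM, limit read from the data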;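 note: plate controls were DMSO wells with enzyme for no effect and wells lacking enzyme for full effect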
#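 Incubation: 45 min enzyme reaction at room temperature / System: truncated SCP-1 phosphatase (76-261aa) / Reagent: Phospho 17-mer peptide substrate / Buffer or medium: Acidic Tris acetate buffer with magnesium and detergent / Signal: absorbance at 630 nm / Doses: one concentration, 20 µM, with 1.0% DMSO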
# SUMO1 PPI mod: SUMO1-SIM interaction modulation; P63165; SUMO1 binding to a labelled peptide, TR-FRET, 1 h; inhibition, % at 20 µM; 360,000 compounds, 0.33% hits; in the data active = inhibition above about 37%
# STEP block: STEP (human) phosphatase inhibition. inhibition, % at 20 µM. AID 588621. recombinant STEP, OMFP fluorogenic substrate, fluorescence. 360,000 compounds, 0.25% hits;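 active = inhibition at 20 µM, scaled per plate between control wells, above about 37%, limit read from the data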;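 note: 0% = DMSO with enzyme and substrate and 100% = substrate only without enzyme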
#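 Material: STEP (striatal-enriched tyrosine phosphatase) enzyme, cell-free | Medium: 50 mM Bis-Tris pH 6.0 with 2.5 mM DTT and 0.005% Tween 20 | Read-out: Percent inhibition scaled to no-enzyme and uninhibited-enzyme controls, plate-pattern corrected | Signal: Fluorescence read at 480 nm ex / 540 nm em | Times: 20 min reaction, room temperature, in the dark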
# SKN-1 block: C. elegans SKN-1 inhibition. inhibition, % at 21.8 µM. AID 624304. C. elegans VP596 Pgst-4::GFP/RFP ratio, acrylamide-induced, 24 h. 360,000 compounds, 0.49% hits;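 active = interference check ratio from 0.5 to 1.5 plus GFP to RFP signal ratio inhibition reaching or exceeding a fixed threshold, cut at about 30% in these data, passing the limit was not always enough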; note: some compounds called inactive have numbers as strong as hits
# The depositor's hits bear a star; i = inactive; . = not tested or not shown.
SMILES,Neddylation inh,DNMT1 inh,NRP1-CendR mod,LMPTP block,NadD block,TbMetRS inhib,Scp1 inh,SUMO1 PPI mod,STEP block,SKN-1 block
CC(O)(c1ccc(F)c(F)c1)c1nc(-c2ccc3ccccc3c2)cs1 (stereo unspecified),i,-12,3,4.1,0,-0.3,.,-11,-3,31
CCCCCn1c(CNC(C)=O)nc2ccccc21,i,8,3,0.1,3,-1.3,13,3,-3,-4
CCN(CCCn1c(SCC#N)nc2ccccc2c1=O)c1ccccc1,i,1,-18,3.3,2,0.1,-15,5,5,20
Cc1cc(NS(=O)(=O)c2ccc(NC(=S)NC(=O)c3ccncc3)cc2)no1,i,1,-1,-1.2,-4,-0.3,-2,2,-3,-2
O=C(Nc1cc(Cl)ccc1O)C1CC(c2ccccc2O)=NO1 (stereo unspecified),i,4,-9,1.5,8,1.3,-7,0,0,-4
Cc1ccccc1NC(=S)N/N=C/c1ccc(O)cc1O,i,-8,-1,0.9,0,-0.5,-10,1,0,0
Clc1nc(CN2CCOCC2)nc2sc3c(c12)CCC3,i,-4,-4,0.0,-7,-1.0,-9,1,-3,-9
CC1CCc2c(sc(NC(=O)C3CCCO3)c2C#N)C1 (stereo unspecified),i,-3,-5,-1.2,-8,-1.6,6,2,-1,-2
O=C(CN1C(=O)C2CC=CCC2C1=O)Nc1ccc(Br)cc1 (stereo unspecified),i,2,5,-0.1,-5,2.2,-5,2,2,-4
Nn1c(SCCOc2ccccc2)nnc1-c1cccnc1,i,-1,-8,-2.3,-5,-0.6,-1,4,-1,7
O=C(/C=C/c1ccc2c(c1)OCCO2)c1ccccc1,i,3,-5,0.5,-7,-0.6,-11,-8,1,-17
CCOC(=O)C1CCCCN1Cc1cccc(F)c1 (stereo unspecified),i,3,-4,-0.5,-3,-0.6,-8,-4,-1,-2
N#Cc1cnn(-c2nc3sc4c(c3c(=O)[nH]2)CCCC4)c1N,i,0,-13,-0.7,4,-1.6,1,9,-4,-1
CCCCC(O)(c1ccc(F)cc1)C(CN1CCOCC1)c1ccc(Cl)cc1 (stereo unspecified),i,4,5,1.5,-8,-0.5,0,2,1,5
Cc1ccnc(NC(=O)c2ccc(OCc3c(C)noc3C)cc2)c1,i,3,-12,-0.4,-1,-0.5,-4,-2,-1,6
CC(C)N(C(=O)Cn1c(-c2cccnc2)ccc(C#N)c1=O)C(C)C,i,1,5,-0.6,-1,-0.6,0,-5,1,1
Cn1c(=O)[nH]c(=O)c2c1nc(Sc1ncccn1)n2CCCc1ccccc1,i,-1,9,-0.5,-5,0.2,-2,1,0,-15
COc1ccc([C@H]2N[C@]3(CCCN(Cc4ccc(Cl)cc4)C3=O)[C@H]3C(=O)N(Cc4ccccc4)C(=O)[C@@H]23)cc1,i,-3,-6,-0.4,10,-0.9,.,2,2,10
COc1ccc(Br)cc1/C=N/NC(=O)c1cccnc1,i,8,0,-1.7,-4,-0.3,8,-14,4,14
C[C@H]1CN=C(N(C)C)N1CCCC1CCCCC1,i,5,8,-0.8,-9,-0.3,0,3,1,12
CC1=C(C(=O)Nc2cccc(C(=O)NCc3ccc(F)cc3)c2)SCCO1,i,0,3,0.3,-2,-0.7,-4,2,-2,-8
O=C(Cc1cccs1)NCC1CCCO1 (stereo unspecified),i,4,-15,0.1,8,-0.2,2,-2,4,16
O=C(CN(C(=O)CNS(=O)(=O)c1ccc(F)cc1)c1ccccc1F)NCc1ccco1,i,-1,-2,-0.8,-4,-0.4,-10,0,0,7
Cc1ccc(OCc2cc(C(=O)N3CC4C[C@@H]5CC3C[C@H](C4)C5)no2)cc1C,i,-4,4,6.4,-3,-0.4,-13,3,1,1
CCC(C)NC(=O)c1cn(CC)c2ccc(S(=O)(=O)N3CCCCCC3)cc2c1=O (stereo unspecified),i,-3,7,1.5,3,-0.8,1,-7,0,-3

# (list continues)
SMILES,Neddylation inh,DNMT1 inh,NRP1-CendR mod,LMPTP block,NadD block,TbMetRS inhib,Scp1 inh,SUMO1 PPI mod,STEP block,SKN-1 block
Cc1cc(C)c(N2CCN(S(=O)(=O)N3CCCCCC3)CC2)c(C)c1,i,1,-4,3.0,-4,-1.5,4,-5,4,3
CC1=CCC2C(=O)N(c3ccc4ccccc4n3)C(=O)C2C1 (stereo unspecified),i,1,12,-0.3,0,-0.1,-6,1,1,-13
CC1(C)CC(=O)c2sc(NS(=O)(=O)c3ccc([N+](=O)[O-])cc3)nc2C1,i,1,15,-1.4,8,0.3,3,-25,-2,-3
COC(=O)C1=C(C(=O)OC)[C@@H]2Nc3ccccc3[C@@]23C[C@@H](C(=O)OC)N(C(=O)CC(C)C)C3=N1,i,6,-10,-1.1,2,-0.4,-3,-2,-1,-1
O=C(O)CNc1nc(-c2ccccc2)nc2c1oc1ccccc12,i,4,-15,-0.9,-1,0.3,-1,8,-3,11
CC(=O)Nc1ccc(CN(C)c2c(C)nc3ccc(C(=O)N4CCN(c5ccccc5)CC4)cn23)cc1,i,3,-2,-7.4,10,-0.2,.,-8,-3,8
N=C1/C(=C/c2cccn2Cc2ccc(F)cc2)C(=O)N=C2SC=CN12,i,-6,-26,2.6,6,-0.6,-1,-1,-1,7
COc1ccc(C)cc1NC(=O)C1CCN(C(=O)C2CC(=O)N(c3ccc(C)cc3)C2)CC1 (stereo unspecified),i,-1,13,-0.9,-2,-1.0,-8,4,-1,-11
O=C(Nc1ccccc1C(F)(F)F)c1cnccn1,i,7,1,-2.5,-1,-1.9,4,8,2,-2
CC(C)CN1CCNC(=O)C1CC(=O)NCc1cnn(-c2cccc(F)c2)c1 (stereo unspecified),i,-8,2,-1.0,-5,-0.5,-5,0,-3,6
O=C(C1=NN[C@@H]2C(=O)N(c3cccc(F)c3)C(=O)[C@H]12)c1cnccn1,i,-5,6,0.1,5,2.0,3,15,1,17
COc1ccc(CCNC(=O)COc2cc(C)cc3oc(=O)cc(C)c23)cc1,i,0,4,-0.7,0,-0.2,-9,2,0,-5
CC1(c2ccccc2)NC(=O)N(CC(=O)NNC(=O)c2ccccc2)C1=O (stereo unspecified),i,2,5,-1.6,-1,0.0,1,4,-2,-9
Cc1ccc(C)c2[nH]c(=O)c(CN(Cc3ccco3)S(=O)(=O)c3ccc4c(c3)OCCO4)cc12,i,-7,7,1.7,-1,0.2,-6,1,1,6
O=C(O)c1ccc(-c2ccccn2)s1,i,1,2,-2.9,-4,-0.1,30,-3,0,8
CC1(C)Cc2c(cnn2-c2ccccc2)C(NC(=O)CCN2CCCCO2)C1 (stereo unspecified),i,4,3,-0.4,-1,-0.4,-5,1,-1,12
COc1ccc(C(=O)NC(C)c2nnc(SCc3ccc(Cl)c(Cl)c3)n2C)cc1 (stereo unspecified),i,0,-11,-1.7,21,-1.1,19,1,-6,5
O=C(CCN=C1NS(=O)(=O)c2ccccc21)N1CCc2ccccc2C1,i,2,9,-2.2,-2,-0.8,-4,1,4,-7
CCOc1ccc(N/C(N)=N/c2nc(C)cc(C)n2)cc1,i,0,-5,2.2,-1,0.5,14,-2,-1,1
Cc1cc(NC(=O)/C=C\C(=O)O)c([N+](=O)[O-])cc1C,i,3,4,-0.2,3,-0.5,-9,-25,-3,-5
CCCN1CCc2c(sc(NC(=O)C3CCN(S(=O)(=O)c4cccs4)CC3)c2C(N)=O)C1,i,-7,-3,1.2,1,-0.4,-1,-5,0,-13
Cc1ccc(-c2ccc(=O)n(CC(=O)NCCN3CCCCC3C)n2)cc1 (stereo unspecified),i,1,-14,-1.4,-6,-0.4,10,-12,-2,12
O=C(NCc1cccnc1)C1CCN(S(=O)(=O)c2cc([N+](=O)[O-])ccc2Cl)CC1,i,4,4,0.7,4,-0.3,8,-32,3,9
COc1cc(OC)c(NC(=O)c2cncn2-c2ccc(F)cc2)cc1Cl,i,1,1,0.9,3,-0.1,-1,-1,-1,8

# 13 consecutive compounds from above:
SMILES,Neddylation inh,DNMT1 inh,NRP1-CendR mod,LMPTP block,NadD block,TbMetRS inhib,Scp1 inh,SUMO1 PPI mod,STEP block,SKN-1 block
COc1ccc(CCNC(=O)COc2cc(C)cc3oc(=O)cc(C)c23)cc1,i,0,4,-0.7,0,-0.2,-9,2,0,-5
CC1(c2ccccc2)NC(=O)N(CC(=O)NNC(=O)c2ccccc2)C1=O (stereo unspecified),i,2,5,-1.6,-1,0.0,1,4,-2,-9
Cc1ccc(C)c2[nH]c(=O)c(CN(Cc3ccco3)S(=O)(=O)c3ccc4c(c3)OCCO4)cc12,i,-7,7,1.7,-1,0.2,-6,1,1,6
O=C(O)c1ccc(-c2ccccn2)s1,i,1,2,-2.9,-4,-0.1,30,-3,0,8
CC1(C)Cc2c(cnn2-c2ccccc2)C(NC(=O)CCN2CCCCO2)C1 (stereo unspecified),i,4,3,-0.4,-1,-0.4,-5,1,-1,12
COc1ccc(C(=O)NC(C)c2nnc(SCc3ccc(Cl)c(Cl)c3)n2C)cc1 (stereo unspecified),i,0,-11,-1.7,21,-1.1,19,1,-6,5
O=C(CCN=C1NS(=O)(=O)c2ccccc21)N1CCc2ccccc2C1,i,2,9,-2.2,-2,-0.8,-4,1,4,-7
CCOc1ccc(N/C(N)=N/c2nc(C)cc(C)n2)cc1,i,0,-5,2.2,-1,0.5,14,-2,-1,1
Cc1cc(NC(=O)/C=C\C(=O)O)c([N+](=O)[O-])cc1C,i,3,4,-0.2,3,-0.5,-9,-25,-3,-5
CCCN1CCc2c(sc(NC(=O)C3CCN(S(=O)(=O)c4cccs4)CC3)c2C(N)=O)C1,i,-7,-3,1.2,1,-0.4,-1,-5,0,-13
Cc1ccc(-c2ccc(=O)n(CC(=O)NCCN3CCCCC3C)n2)cc1 (stereo unspecified),i,1,-14,-1.4,-6,-0.4,10,-12,-2,12
O=C(NCc1cccnc1)C1CCN(S(=O)(=O)c2cc([N+](=O)[O-])ccc2Cl)CC1,i,4,4,0.7,4,-0.3,8,-32,3,9
COc1cc(OC)c(NC(=O)c2cncn2-c2ccc(F)cc2)cc1Cl,i,1,1,0.9,3,-0.1,-1,-1,-1,8

# An unsorted share of the library; any-hit rate near 4.6%.
